Screens (PubChem BioAssay)
IMPase Li inh: qHTS Assay for Identifying the Cell-Membrane Permeable IMPase Inhibitors: Potentiation with Lithium. CHO-M1 cells, IP1 TR-FRET (IP-One), carbachol + lithium. Potency, µM (highest dose often 59.4 µM), inactives show at the top dose activity, negative = IMPase inhibition, actives largely listed as inhibitors. 210,000 tested, 0.35% active;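 also: IP1 builds up when IMPase is blocked and the TR-FRET signal falls; potency is read from the fitted curve at half-maximal effect; plate controls were basal vehicle for no effect and high inhibitor control for full effect; nearly all actives have a fitted effect of over 50% in size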
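CHO-M1, 2000 cells/well, 16–30 h culture; cpd + low Li+, 30 min 37C; lysis with d2-IP1/Eu-anti-IP1 Ab, 10 min RT; TR-FRET 665/620 ratio and 620 channel; AC50 via Hill.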
GLA spleen mod: qHTS Assay for Inhibitors and Activators of Human alpha-Galactosidase From Spleen Homogenate | human spleen homogenate, 4MU-alpha-Gal fluorescence, 40 min | Alpha-galactosidase A (Homo sapiens), P06280 | Potency, µM (top dose mostly 80 µM), inactives show top-dose activity change, negative = inhibition, most hits filed as inhibitors | 240,000 tested, 0.008% active | AID 2107, 2009;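 also: potency is read from the fitted curve at half-maximal effect; 0% = enzyme with vehicle and -100% = no enzyme basal signal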
Target sequence (P06280 32-429 limits assumed): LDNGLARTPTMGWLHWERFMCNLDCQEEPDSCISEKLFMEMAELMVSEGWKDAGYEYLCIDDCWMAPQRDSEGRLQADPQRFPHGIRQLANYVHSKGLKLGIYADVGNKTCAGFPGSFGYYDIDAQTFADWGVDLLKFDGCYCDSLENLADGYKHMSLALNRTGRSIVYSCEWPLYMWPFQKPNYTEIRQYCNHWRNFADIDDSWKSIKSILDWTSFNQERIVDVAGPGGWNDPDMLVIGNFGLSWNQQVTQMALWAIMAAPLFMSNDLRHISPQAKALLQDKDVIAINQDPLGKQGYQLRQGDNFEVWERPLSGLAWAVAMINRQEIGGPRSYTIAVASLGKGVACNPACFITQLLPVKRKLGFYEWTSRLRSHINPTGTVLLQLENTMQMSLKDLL
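Human spleen homogenate (1 ug) as enzyme source, 4-methylumbelliferyl-alpha-D-galactopyranoside 1 mM final, citrate/phosphate pH 5.0 with 0.01% Tween-20. Compounds 40 min at 37C, NaOH/glycine stop; fluorescence Ex 365/Em 440, Hill-fit AC50.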
Luc counter: Counterscreen for Luciferase (Kinase-Glo TM) Inhibition; Potency, µM (highest dose often 38.3 µM), for the others: at the highest dose activity change, negative = inhibition, usual class: inhibitors; Luciferin 4-monooxygenase (Photuris pensylvanica), Q27757; Kinase-Glo luciferase, ATP luminescence, 8 min; 200,000 tested, 0.28% active; also: potency is read from the fitted curve at half-maximal effect; % is scaled to controls: 0 for no effect and ±100 for the full control effect; nearly all actives have a fitted effect of over 60% in size
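Luminescence was the read-out, taken after 8-minute incubation at ambient temperature. Luciferase turned over luciferin with 10 uM ATP in imidazole pH 7.2 buffer containing KCl, MgCl2, Tween 20 and BSA.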
Epigenetic derep: Quantitative High-Throughput Screen for Regulators of Epigenetic Control; murine LDR cells, GFP reporter derepression, 30 h; Potency, µM (highest dose often 53.9 µM), inactives show top-dose GFP activation, most hits filed as activators; 280,000 tested, 0.2% active; also: potency is read from the fitted curve at half-maximal effect; % of control where 0% means no effect; nearly all actives have a fitted effect of over 60% in size
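Murine LDR cells bearing a silenced CMV-driven GFP reporter were exposed to compound for 30 h at 37 C. After PBS washes, GFP-positive cells (20-120 um objects) counted by laser-scanning microplate cytometry.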
CBFb RUNX1 block: qHTS Assay for Compounds Blocking the Interaction Between CBF-beta and RUNX1 for the Treatment of Acute Myeloid Leukemia. Potency, µM (top dose mostly 59.8 µM), without a hit: top-dose activity, negative = inhibition, actives largely listed as inhibitors. 230,000 tested, under 10 active. AlphaScreen CBFb-His/RUNX1-biotin binding, biochemical. Runt-related transcription factor 1 (Homo sapiens) + Core-binding factor subunit beta …. AID 1477, 2009; also: % of control where 0% means no effect
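His-tagged CBF-beta and biotinylated RUNX1 (30 nM each) were premixed 20 min at room temperature, exposed to compound for 15 min, then given nickel-chelate and streptavidin AlphaScreen beads (50 ng each). After 90 min, AlphaScreen signal was read.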
NPSR antagonist: qHTS Assay for Antagonists of the Neuropeptide S Receptor: cAMP Signal Transduction. 220,000 tested, 1% active. Q6W5P4. CHO-NPSR cells, cAMP TR-FRET, antagonist mode. Potency, µM (highest dose often 38.3 µM), for inactives: at the top dose activity change, negative = inhibition, hits mostly inhibitors; also: potency is read from the fitted curve at half-maximal effect; % is scaled to controls: 0 for no effect and ±100 for the full control effect; nearly all actives have a fitted effect of over 50% in size; many of its hits are not listed in these tables
Target sequence (Q6W5P4 whole entry, looked up): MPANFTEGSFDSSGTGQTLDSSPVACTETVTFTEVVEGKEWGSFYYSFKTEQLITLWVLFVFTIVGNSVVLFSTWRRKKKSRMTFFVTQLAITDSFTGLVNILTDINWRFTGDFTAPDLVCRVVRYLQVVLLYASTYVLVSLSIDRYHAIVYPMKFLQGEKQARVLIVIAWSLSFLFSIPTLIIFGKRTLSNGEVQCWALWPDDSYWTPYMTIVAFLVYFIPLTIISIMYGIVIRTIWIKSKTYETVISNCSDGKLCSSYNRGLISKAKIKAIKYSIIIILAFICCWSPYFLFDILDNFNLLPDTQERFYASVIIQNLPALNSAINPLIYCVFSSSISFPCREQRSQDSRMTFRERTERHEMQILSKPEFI
LMNA splice mod: qHTS Assay for Modulators of Lamin A Splicing; 200,000 tested, 0.01% active; AID 1487, 2009; Potency, µM (highest dose often 46.1 µM), for inactives: top-dose ratio change, negative = inhibition, most hits filed as inhibitors; HeLa LMNA splicing GFP/RFP minigene ratio, 48 h; active = well fitted inhibition curve with a large enough effect in the signal ratio, with a control signal flat, not every such curve was filed as active; inconclusive = small, poorly fitted or top-dose-only effect, or effect the other way, or a change in a side signal; the % refers to the signal ratio; also: potency is read from the fitted curve at half-maximal effect; % is scaled to controls: 0 for no effect and ±100 for the full control effect
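S3 HeLa cells stably expressing lamin A-EGFP splicing minigene plus DsRed2, 600 cells/well, 48 h compound exposure at 37C. Laser-scanning cytometry; analysed as GFP (500-530 nm)/RFP (575-640 nm) total intensity ratio; 0.5% DMSO vehicle.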
Numbers without * were called inactive; ? = inconclusive; nt = not tested or not shown; [ ] = remark or other dose. Unless noted, calls follow the shape of the dose curve; as a rule, active = well fitted curve in the direction sought with a large enough effect; inconclusive = small, poorly fitted or top-dose-only effect, or another doubt; inactive = no such curve, though single readings can be large; an effect the other way counts as inactive or inconclusive. Not all compounds are listed; count on the stated rates, not on these rows.

SMILES	IMPase Li inh	GLA spleen mod	Luc counter	Epigenetic derep	CBFb RUNX1 block	NPSR antagonist	LMNA splice mod
COC(=O)N[C@@H](c1cccc(F)c1)C(C(C)=O)C(=O)OC (some centres undefined)	26%	16%	-4%	2.3%	1%	nt	nt
COCCCn1c(=O)/c(=C\c2ccccc2OC(F)F)s/c1=C(/C#N)C(=O)N1CCOCC1	13%	2%	-2%	-1.6%	2%	-23%	-24%[46 µM]
CN1CCN(C(=O)c2ccc3ccccc3c2)CC1	15%[38.3 µM]	-1%	3%	-4.9%	-3%	10%[46.1 µM]	5%
CNC(=O)CN1C(=O)NC2(CCc3ccccc32)C1=O (centres undefined)	9%[38.3 µM]	0%	-1%	-0.7%	1%	8%[46.1 µM]	6%
CN(C)c1cncc(C(=O)O)c1	-1%	4%	2%	0.0%	2%	13%	nt
Cc1cc([N+](=O)[O-])cc([N+](=O)[O-])c1NCC(C)C	14%	5%	-1%	1.1%	-26%	6%	3%[46 µM]
NNC(=O)COc1ccccc1[N+](=O)[O-]	-5%	-16%	-2%	-4.9%	-5%	-9%	?
Cc1ccc(S(=O)(=O)N2CCNC(=O)CC2)cc1	-3%	1%	8%	1.8%	-5%	12%	nt
COC(=O)c1oc2ccc(Br)cc2c1NC(=O)c1ccccc1	?	8%	-2%	1.0%	6%	-6%[46.1 µM]	-2%
Cc1nc2ccccc2c2oc(C(=O)NCCN3CCCCC3C)cc12 (centres undefined)	20%	3%	-1%	-1.0%	0%	18%	-2%
CCO[C@H]1OC(C(=O)N2CCN(C)CC2)=C[C@@H](C(C)(C)C)[C@@H]1CCCO	7%	2%	nt	0.0%	5%	-11%	nt
O=C(NCCO)C(=O)c1c(-c2ccccc2)cc2ccccn12	-1%	-10%	-3%	-0.2%	2%	4%	0%[9.22 µM]
Nc1n[nH]c(-c2ccc(F)cc2)n1	-2%[38.3 µM]	6%	-4%	0.7%	1%	9%[46.1 µM]	-1%
C[C@@]12CCC=C[C@H]1[C@H](c1ccc3ccccc3c1Br)N(Cc1ccccc1)C2=O	nt	1%	nt	3.8%	19%	?	nt
CS(=O)(=O)N1CCC(C(=O)Nc2cccc([N+](=O)[O-])c2)CC1	-15%	-14%	5%	8.4%	-6%	8%	nt

Reprinted from the part before: three entries, followed by the next part.
SMILES	IMPase Li inh	GLA spleen mod	Luc counter	Epigenetic derep	CBFb RUNX1 block	NPSR antagonist	LMNA splice mod
Nc1n[nH]c(-c2ccc(F)cc2)n1	-2%[38.3 µM]	6%	-4%	0.7%	1%	9%[46.1 µM]	-1%
C[C@@]12CCC=C[C@H]1[C@H](c1ccc3ccccc3c1Br)N(Cc1ccccc1)C2=O	nt	1%	nt	3.8%	19%	?	nt
CS(=O)(=O)N1CCC(C(=O)Nc2cccc([N+](=O)[O-])c2)CC1	-15%	-14%	5%	8.4%	-6%	8%	nt
N/C(=N\OC(=O)/C=C/c1ccccc1Cl)c1cccnc1	nt	-15%	nt	3.7%	1%	?	nt
CN(C)CCNC(=S)NC1CCCCC1	3%	-7%	3%	-2.8%	3%	-11%	8%[46 µM]
CCCC(=O)Nc1ccc(C(=O)Nc2nnc(COC)s2)cc1	-9%[38.3 µM]	-2%	4%	-0.9%	1%	-2%[46.1 µM]	5%[0.0737 µM]
CCn1nc(C)c(CNC(=O)Nc2ccc3c(c2)OCO3)c1C	-2%	-7%	-3%	1.1%	2%	23%	nt
CN(c1ccc(C(=O)NCc2cccnc2)cc1)S(C)(=O)=O	5%	-1%	-1%	-0.8%	3%	-11%[46.1 µM]	?
Cc1ccc(C(=O)NCCCN2CCOCC2)o1	8%	2%	1%	-1.2%	1%	-4%[46.1 µM]	-1%
Cc1nnc2ccc(N3CCN(C(=O)c4ccccc4)CC3)nn12	7%[38.3 µM]	6%	-2%	0.0%	3%	-5%[46.1 µM]	-2%
Cc1nc2cc(NC(=O)NC3CC3)ccc2n1C	-9%	4%	-8%	-1.4%	9%	-3%	nt
CCOC(=O)c1oc2cccc(OCC(O)CNC(C)C)c2c1C (centres undefined)	20%[38.3 µM]	-1%	-7%	-2.1%	3%	12%[46.1 µM]	7%
O=S(=O)(Nc1ccncc1Cl)c1cc(Cl)ccc1Cl	nt	6%	nt	-0.3%	11%	3%	nt
CCN1C(=O)S/C(=C\c2ccc(N3CCOCC3)cc2C)C1=O	nt	0%	nt	-1.0%	-1%	-16%[46.1 µM]	6%
COc1ccc(S(=O)(=O)N2c3cc(Cl)ccc3Oc3nc4ccccc4nc32)cc1	16%	-1%	-1%	1.8%	-3%	3%[46.1 µM]	?
CCn1c(CSc2nc(C)cc(C)n2)nnc1SCC(=O)Nc1cccc2ccccc12	24%[38.3 µM]	-16%	3%	0.0%	8%	-6%[46.1 µM]	2%
Cc1noc(C)c1C(=O)N1CCC(CO)(Cc2ccccc2)CC1	25%	0%	11%	-4.4%	-6%	-10%	nt
CC(=O)c1cccc(NC(=O)C(CC(C)C)NC(=O)C2CCCCC2)c1 (centres undefined)	-1%	-6%	3%	0.9%	12%	-11%	nt
O=C(COc1ncnc2sccc12)Nc1ccc(F)cc1F	2%	-4%	3%	-1.1%	6%	9%	3%[9.22 µM]
Cc1cc(=O)[nH]c(SCc2nc3ccccc3n2Cc2ccccc2)n1	4%[38.3 µM]	29%	-3%	-0.4%	-21%	-23%[46.1 µM]	-1%
Cc1ccc2cc(N)ccc2n1	-5%	2%	0%	3.8%	-5%	12%	?
Cc1cc(C)c(C(=O)OCCNC(=O)c2cccnc2)cc1C	23%[38.3 µM]	3%	1%	-2.1%	8%	5%[46.1 µM]	?
CCOC(=O)CCCN1CC(O)=C(c2nc3ccccc3s2)C1=N	12%	3%	-1%	-1.5%	4%	-5%	14%[46 µM]
Cc1nc(N2CCN(C(=O)c3ccco3)CC2)c2c3c(sc2n1)CCC3	-10%[38.3 µM]	3%	-6%	0.3%	1%	-12%[7.67 µM]	?
Cc1cccc(N2CN=c3s/c(=C\c4ccncc4)c(=O)n3C2)c1	9%[38.3 µM]	-6%	4%	-1.0%	-2%	?	5%
CC(c1ccccc1C(O)c1ccccc1)N(C)C (centres undefined)	12%[38.3 µM]	-3%	-5%	-1.2%	0%	-2%[46.1 µM]	20%
COC(=O)CCC(=O)OC1(C)C(=O)C2=CN(CCN3CCOCC3)C(c3ccc(OC)cc3)=CC2=C(Br)C1=O (centres undefined)	7%	-10%[17.5 µM]	-3%[7.66 µM]	-0.2%	3%[13.1 µM]	-14%	-15%[9.22 µM]
O=C(NNC(=O)c1cc(O)c(O)c(O)c1)NC1CCCCC1	17%[38.3 µM]	-2%	0%	-1.1%	-4%	-3%[46.1 µM]	18%
CC1C[C@@]2(NC(=O)NC2=O)C(C)CN1C (some centres undefined)	4%	0%	2%	-0.8%	-2%	4%[46.1 µM]	-5%
Cc1cc(C)n2nc(CC(=O)NCc3ccccc3Cl)nc2n1	nt	-7%	nt	-0.9%	-4%	-5%[46.1 µM]	-10%
COc1ccccc1CN1CCC2(CC1)CCN(C(=O)c1cccn1C)CC2	30%[activator]	11%	-2%	nt	nt	nt	nt
O=c1c(-c2ccccc2)nc2cncnc2n1Cc1ccccc1Cl	9%	0%	1%	nt	nt	nt	nt
O=S(=O)(NCCc1cn2ccccc2n1)c1ccc2c(c1)CCCC2	6%	0%	1%	3.8%	-1%[2.36 µM]	9%	6%
C/C(=N\Nc1nc(N)cc(Cl)n1)c1ccc(Cl)c(Cl)c1	4%	-7%	-5%	1.7%	?	18%	nt
COC(=O)c1cc(C)sc1NC(=O)CCCC(=O)O	18%[38.3 µM]	2%	3%	-2.1%	-27%	-7%[46.1 µM]	9%
CC(CC(=O)O)CC(=O)Nc1ccc(Br)cc1 (centres undefined)	nt	19%	nt	-0.3%	4%	10%[7.67 µM]	nt
CCc1ccc(C2CC(c3cccc(Cl)c3)n3nc(N)nc3N2)cc1 (centres undefined)	6%	3%	2%	0.0%	2%	-20%	-1%
COC(=O)c1cc(Br)ccc1NC(=O)Nc1ccccc1	4%	3%	3%	1.0%	2%	4%	-8%
COc1ccc(C(=O)NC(Cc2ccccc2)c2ccc3c(c2)OCCCO3)cc1 (centres undefined)	29%[38.3 µM]	2%	-5%	-8.2%	-1%	-20%[46.1 µM]	-1%
O=C(O)CNS(=O)(=O)c1ccc(-c2ccccc2)cc1	21%[38.3 µM]	-1%	9%	1.8%	0%	-8%[46.1 µM]	21%
CC1(OC(=O)CCc2ccccc2)C(=O)C=C2C=C(c3ccc(C#N)cc3)N(Cc3ccccc3)C=C2C1=O (centres undefined)	11%	0%[17.5 µM]	-3%[7.66 µM]	-0.3%	?	-42%	18%[9.22 µM]
O=[N+]([O-])c1ccccc1C1Nc2cccc3cccc(c23)N1	19%	0%	-5%	?	?	-8%[46.1 µM]	-12%
S=C(Nc1ccc(Cl)cc1)NC1CCCCC1	nt	-12%	nt	-0.3%	2%	?	nt
CSCCC(NC(=O)c1ccccc1Br)C(=O)N1CCC(C)CC1 (centres undefined)	9%	-3%	-1%	2.3%	-2%	-4%	-8%[46 µM]
COc1ccc(-c2nn3cnnc3s2)cc1OC	-5%[38.3 µM]	-1%	-7%	-2.0%	4%	-8%[46.1 µM]	13%
CC1CCCC(NC(=O)C2CCN(S(=O)(=O)N3CCCCC3)CC2)C1C (centres undefined)	0%	-13%	2%	-0.1%	5%	-1%	nt
COC(=O)[C@@H]1C(c2ccccc2)(c2ccccc2)[C@@]1(C)C(=O)OC	8%	-11%	-1%	-0.1%	0%	-6%	-9%
CCOC(=O)C1=C(c2ccccc2)N2CCS(=O)(=O)N=C2S1	19%[38.3 µM]	4%	-1%	0.0%	6%	-10%[46.1 µM]	-2%
O=C(CN1CCN(Cc2ccccc2)CC1)NC(=O)NCc1ccco1	2%[38.3 µM]	-4%	-3%	0.0%	1%	-22%[46.1 µM]	2%
